# Bioassay records (PubChem)
# Myeloid diff 2 – promotes myeloid progenitor differentiation | ER-HoxA9 myeloid progenitors, lysozyme-GFP differentiation, flow cytometry | calls only at 10 µM | 360,000 tested, 1% active;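 active means normalized GFP-positive differentiation at or above the plate's own cutoff, the solvent-only control mean plus 3 SD; inconclusive means no clear call, values can overlap the other calls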;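 further: cells exposed to compound for four days before flow analysis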
# LYP phosphatase – PTPN22 lymphoid phosphatase activity blockers – biochemical, fluorescence intensity, uHTS (AID 1779). 290,000 tested, 0.054% active. recombinant LYP phosphatase, fluorescence intensity; higher % means a stronger effect. inhibition, % at 11.5 µM, or IC50 in µM where a hit was titrated; in the data active means inhibition above about 50%;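 further: plate controls were vehicle with enzyme for no effect and no enzyme for full effect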
# Myeloid diff 2 GFP+ MAC1+ % – recorded beside Myeloid diff 2, whose call it bears; GFP+ MAC1+ double positive, %; measured here: differentiation confirmed by MAC1 staining
# * marks the source's active call; other numbers are inactive results; i = inactive; ? = inconclusive; . = not tested or not shown. An excerpt; the hit share may differ from the screen's.
SMILES,Myeloid diff 2,Myeloid diff 2 GFP+ MAC1+ %,LYP phosphatase
CCOC(=O)[C@@H]1[C@H]2COc3ccccc3[C@H]2N2C(=O)N(c3ccc(C(F)(F)F)cc3)C(=O)[C@]12C,i,2.0,-8%
COc1cc(CN2CCN(Cc3ccccc3C(F)(F)F)CC2)cc(OC)c1OC,i,0.8,-7%
COc1cccc(CNC(=O)CCNS(=O)(=O)c2cccc3nonc23)c1,i,0.0,-2%
Cc1ccc(C(=O)N2CCN(S(=O)(=O)N3CCCCC3)CC2)cc1,i,0.1,-11%
CN(C)C(=O)CN1C(=O)NC2(CCCc3ccccc32)C1=O (configuration not stated),i,2.2,-13%
Cc1ccccc1NC(=O)NCC1CCN(c2ccc(S(=O)(=O)N3CCOCC3)cc2)CC1,i,4.7,-7%
Cc1noc(C)c1C(=O)Nc1ccc(N(C)C)cc1,i,1.8,0%
COc1cc(/C=N/NC(=O)c2cccc3ccccc23)cc(OC)c1O,i,1.4,-4%
CSCC[C@H](NC(=O)[C@@H]1Cc2ccccc2CN1)C(=O)Nc1ccc2c(c1)OCO2,i,0.8,-12%
Cc1nnc(C)n1/N=C/c1c(O)ccc2ccccc12,i,0.8,-1%
O=C1CN(C(=O)CSc2ccc(-c3ccc(F)cc3)nn2)c2ccccc2N1,i,8.7,-5%
CCc1nnc(NS(=O)(=O)c2ccc(NCc3cc(Br)ccc3O)cc2)s1,i,0.7,-4%
Cc1cc(C)c(C#N)c(OCc2ccc(Cl)nc2)n1,i,0.2,4%
COc1ccc(CCNC(=O)CN(Cc2ccc(Cl)cc2)S(C)(=O)=O)cc1OC,i,0.8,-6%
O=C(CN1C(=O)CCSc2ccc(S(=O)(=O)N3CCOCC3)cc21)Nc1cccc(F)c1,i,0.6,-9%
Cc1oc2cc3oc(=O)c(CC(=O)O)c(C)c3cc2c1-c1ccccc1,i,0.8,-6%
Cc1cccc(N2CCN(CC(=O)NCc3ccc(Cl)cc3)CC2)c1C,i,0.5,-5%
COc1cccc(CNC(=O)CN2C(=O)COc3ccc(S(=O)(=O)N4CCCC4)cc32)c1,i,2.8,-12%
O=C(CCNC(=O)c1ccc([N+](=O)[O-])cc1)NCCCN1CCCC1=O,i,1.4,-8%
CN(Cc1ccccc1)C(=O)CCS(=O)(=O)c1cc2c(cc1Cl)NC(=O)CO2,i,1.6,-9%
Cc1cccc(NC(=O)CSc2cn[nH]n2)c1,i,0.7,-12%
CCOC(=O)N1C(=O)[C@@](c2ccc(Cl)cc2)(C(C)C)N1C(=O)OCC,i,0.9,-12%
Cc1ccc2occ(/C=N/NC(=O)c3ccncc3)c(=O)c2c1,i,0.9,-3%
COc1ccc2ccccc2c1CNC(C)CCc1ccccc1 (configuration not stated),i,0.7,-6%
COc1cccc(/C=C2\SC(=S)N(CCCC(=O)N3CCCCC3CCO)C2=O)c1 (configuration not stated),?,.,6%

# Brought forward from above: 4 compounds, then new ones.
SMILES,Myeloid diff 2,Myeloid diff 2 GFP+ MAC1+ %,LYP phosphatase
CCOC(=O)N1C(=O)[C@@](c2ccc(Cl)cc2)(C(C)C)N1C(=O)OCC,i,0.9,-12%
Cc1ccc2occ(/C=N/NC(=O)c3ccncc3)c(=O)c2c1,i,0.9,-3%
COc1ccc2ccccc2c1CNC(C)CCc1ccccc1 (configuration not stated),i,0.7,-6%
COc1cccc(/C=C2\SC(=S)N(CCCC(=O)N3CCCCC3CCO)C2=O)c1 (configuration not stated),?,.,6%
COc1cc2c(cc1OC)C(c1cc3cccc(C)c3[nH]c1=O)N(C(=O)c1ccco1)CC2 (configuration not stated),?,.,-7%
O=C1CN(C(=O)c2ccccc2)C(c2ccc(F)cc2)c2cc(Br)ccc2N1 (configuration not stated),i,0.5,-3%
c1csc(-c2nc(N3CCCCC3)no2)c1,i,1.0,-6%
CC1CC(C)(C)CC2(C1)NC(=O)N(CC(=O)Nc1ccc(N3CCCCC3)cc1)C2=O (configuration not stated),i,0.8,-2%
Cc1ccc(N(CC(=O)NCc2ccc(F)cc2)C(=O)CCC(=O)Nc2ccccn2)cc1C,i,1.1,-8%
O=C(NC1CCCCCC1)c1cc2c(=O)n3ccccc3nc2s1,i,0.8,-20%
Cc1ccc(C)c(Cn2nnc3c(=O)[nH]c(C4CCCN(C(=O)c5ccco5)C4)nc32)c1 (configuration not stated),i,0.5,-3%
CC1CCN(CCCNC(=O)CN2C(=O)CSc3ccc(S(=O)(=O)N4CCC(C)CC4)cc32)CC1,i,3.1,-7%
CC1CCN(C(=O)c2[nH]cnc2C(=O)N[C@@H](Cc2ccccc2)C(=O)OC(C)(C)C)CC1,i,2.1,0%
Cc1cccc(C(=O)Nc2c3c(nn2C(C)(C)C)CS(=O)(=O)C3)c1,i,0.6,-17%
CCCc1cc(=O)oc2cc(OC(C)C(=O)NCC3CCC(C(=O)O)CC3)ccc12 (configuration not stated),i,4.0,-4%
COc1ccc(OCC(O)Cn2c(N3CCCCC3)nc3c2c(=O)n(C)c(=O)n3C)cc1 (configuration not stated),i,0.3,-6%
COc1ccc(OC)c(NC(=O)CN2CCC(NC(=O)c3ccccc3C)CC2)c1,i,0.3,-13%
O=C(Cc1ncc(C(F)(F)F)cc1Cl)NCc1cccnc1,i,0.6,-3%
Cc1[nH]c2ccccc2c1/C=N\NC(=O)c1ccco1,i,4.8,2%
CCOc1ccccc1-c1cc(C(=O)N/N=C(\C)c2cccnc2)c2ccccc2n1,i,0.0,-9%
Cc1ccc(-n2nc(C)c3c(C)c(CCC(=O)NCCCOC(C)C)c(C)nc32)cc1,i,1.1,-1%
Cc1ccccc1CNCc1ccc2c(c1)OCO2,?,.,2%
Nc1ccc(S(=O)(=O)N2CCC(Cc3ccccc3)CC2)cc1,i,0.4,-7%
O=C(c1ccc(Br)o1)N1N=C(c2ccc(Cl)cc2)CC1c1ccco1 (configuration not stated),i,1.2,-1%
Cn1c(C(=O)N2CCN(c3ccccc3)CC2)cc2cc(Cl)ccc21,i,0.3,-4%
Cc1ccc(-c2noc(CNC(=O)c3ccc4c(c3)OCO4)n2)cc1,i,3.6,-9%
O=C(CN1C(=O)S/C(=C/c2ccncc2)C1=O)Nc1ccccc1,i,1.6,-8%
CC(=O)Nc1ccc(SC(C)C(=O)NC2CCCC2)cc1 (configuration not stated),i,1.0,-9%
O=C(CSc1nnc(NC(=O)c2ccco2)s1)Nc1ccccc1Cl,i,0.4,0%
O=C1/C(=C/c2ccc3c(c2)OCO3)Oc2cc(OCC(=O)N3CCC[C@H]3C(=O)O)ccc21,i,2.0,-3%
Cc1cc(C)cc(NC(=S)N2CCC(NC(=O)C3CCCCC3)CC2)c1,i,1.0,-4%
O=C(Nc1c[nH]c(=O)[nH]c1=O)c1ccccc1Br,i,0.6,-11%
Cc1ccc(C)n1-c1nnc(N2CCC(C(=O)N3CCN(C)CC3)CC2)s1,i,1.8,0%
Cc1cccc(N(CC(=O)NCc2ccccc2)C(=O)CCC(=O)Nc2nccs2)c1,i,1.1,-3%
Cc1ccc(-n2c(SCC(=O)O)nc3sc4c(c3c2=O)C(C)CCC4)cc1 (configuration not stated),i,0.7,-4%
COc1ccc(C(=O)Nc2ccnn2C2CCN(Cc3cccnc3)CC2)cc1,i,1.5,-12%
COc1cccc(CN2C(=O)c3ccccc3S2(=O)=O)c1,i,1.4,-8%
CCc1ccc(Nc2ncnc3nc[nH]c23)cc1,i,0.4,-9%
Nc1c(C(=O)Nc2cccc(C(=O)O)c2)sc2nc3c(cc12)CCCC3,i,1.2,-8%
Cc1ccc(S(=O)(=O)Nc2c(C(=O)O)[nH]c3ccccc23)cc1C,i,1.5,-9%
O=C(NCC(=O)N1CCN(c2ccccc2)CC1)c1ccccc1,i,0.4,-6%
Cc1ccc(C)c(NC(=S)N2CCC(NC(=O)C3CCCCC3)CC2)c1,i,3.4,-11%
COc1ccc(Cl)cc1NC(=O)c1cc(C)no1,i,0.2,2%
O=C(Nc1cccc(F)c1)[C@@H]1CCCN1,i,0.2,19%
Cc1ccc(-c2c(NC(=O)c3ccco3)oc3ccccc3c2=O)cc1,?,.,-2%
Cc1ccccc1CN1CCC(C(=O)Nc2ccc(Oc3cccnc3)cc2)CC1,i,2.6,-11%
O=C(NCc1ccccc1Cl)c1ccc2c(c1)OCO2,i,1.1,-5%
O=C(Oc1cccc2ccccc12)C1CC1,i,1.0,-4%
COc1ccc(OC)c(NCc2nnc(-c3ccccc3)o2)c1,i,0.3,-10%
Cc1[nH]cnc1C(=O)N/N=C/c1ccc([N+](=O)[O-])s1,i,2.7,-8%
C/C(=N\NC(=O)c1nnn(-c2nonc2N)c1CN1CCOCC1)c1ccc(CC(C)C)cc1,i,0.0,2%
Cc1ccccc1N1C(=O)c2ccccc2C1O (configuration not stated),i,0.7,-9%
Nc1ccc(S(=O)(=O)NC(Cc2ccccc2)C(=O)O)cc1 (configuration not stated),i,0.5,-1%
CC(C)CNC(=S)N1CCN(c2nc(-c3ccc(Cl)cc3)cs2)CC1,i,0.8,-10%

# Next section.
SMILES,Myeloid diff 2,Myeloid diff 2 GFP+ MAC1+ %,LYP phosphatase
O=C(Nc1ccc2c(c1)OCCO2)c1cccc(Cl)c1Cl,i,0.3,-8%
Cc1cc(Cl)nc(Cl)c1C(=O)NCc1ccc(Cl)cc1,i,1.1,-5%
CCOc1cccc(CN2CCC(Oc3ccc(C(=O)NCc4ccccn4)cc3)CC2)c1,i,2.9,-1%
Cc1nn(CCC(=O)Nc2cccc(C#N)c2)c(C)c1S(=O)(=O)N1CCCCC1,i,0.8,-6%
Cc1ccc(NC(=O)CCNS(=O)(=O)c2ccc3[nH]c(=O)oc3c2)cc1N(C)C,i,1.0,-11%
CCCCCSc1nc2c(cnn2-c2ccc(F)cc2)c(=O)[nH]1,i,0.3,-5%
COc1cc(Cc2nccc3cc(OC)c(OC)cc23)c(S(=O)(=O)O)cc1OC,i,0.3,-2%
CC1CC(C)CN(CCCNC(=O)C2CCCN(c3ncnc4c3nc3n4CCCCC3)C2)C1 (configuration not stated),i,1.1,-2%
O=C(c1cccc(N2C(=O)C3C4C=CC(C4)C3C2=O)c1)N1CCN(c2ccccc2F)CC1 (configuration not stated),i,5.6,-10%
COc1ccc(N2CCN(C(=O)c3ccccc3NC(=O)C3=C(C)OCCS3)CC2)cc1,i,2.1,-10%
CCN(CC)C(=O)Cn1cc(S(=O)(=O)CC(=O)Nc2cc(C)on2)c2ccccc21,i,0.0,-8%
Cc1ccc(N(CC(=O)NC2CCCCC2)S(=O)(=O)c2cccs2)cc1,i,2.0,-6%
Cc1ccccc1CNC(=O)C1CCC(=O)N(CC2CCCCC2)C1 (configuration not stated),i,0.7,-11%
O=C(CCCOc1ccc(Cl)cc1Cl)Nc1nnc(C2CC2)s1,i,1.0,0%
COC(=O)C(C)Sc1nc2c(cnn2-c2ccc(F)cc2)c(=O)[nH]1 (configuration not stated),i,0.4,1%
O=C(Nc1ccc(Cl)c(Cl)c1)c1ccccc1NC(=O)C1CC=CCC1C(=O)O (configuration not stated),i,1.4,-3%
Cc1ccc(S(=O)(=O)N(C)CC(=O)N2CCCCCC2)cc1,i,0.5,-7%
COc1ccc(-n2nc3c(N4CCC(C(=O)NCCc5ccccc5C)CC4)nnc(C)c3c2C)cc1,i,0.0,-4%
CCN1C(=O)[C@H]2[C@@H](c3ccc(C)cc3)N3C(=O)N(c4ccc(C(F)(F)F)cc4)C(=O)[C@@]3(CC(C)C)[C@H]2C1=O,i,0.9,2%
Cc1ccc(-c2cc(C(F)(F)F)nn2-c2ccc(S(N)(=O)=O)cc2)cc1,i,8.5,-6%
CC(C)c1ccc(NC2CCCN(C(=O)CCc3cn[nH]c3)C2)cc1 (configuration not stated),i,0.2,-9%
COc1ccc(N(C(C)C(=O)N(C)Cc2ccccc2)S(C)(=O)=O)cc1 (configuration not stated),i,0.8,-10%
COc1ccc2oc(C(=O)OCC(=O)Nc3ccccc3)c(C)c2c1,i,2.6,-7%
COc1ccc(C(=O)NCC(=O)N2CCN(C(=O)c3ccco3)CC2)cc1,i,1.2,-7%
O=C(CSc1ccccc1)Nc1ccc2c(c1)OCCO2,i,0.7,-7%

# Random excerpt: two records from the list.
SMILES,Myeloid diff 2,Myeloid diff 2 GFP+ MAC1+ %,LYP phosphatase
CCCCCSc1nc2c(cnn2-c2ccc(F)cc2)c(=O)[nH]1,i,0.3,-5%
COc1ccc2ccccc2c1CNC(C)CCc1ccccc1 (configuration not stated),i,0.7,-6%

# Further results follow:
SMILES,Myeloid diff 2,Myeloid diff 2 GFP+ MAC1+ %,LYP phosphatase
COc1ccc(CCNC(=O)CNC(=O)c2ccccc2Br)cc1OC,i,0.4,-7%
COc1cccc2cc(C(=O)OCc3ccccc3)c(=O)oc12,i,0.3,-8%
CCc1cc(=O)oc2c(C)c(OCC(=O)N3CCC(C(=O)O)CC3)ccc12,i,3.3,-8%
CCN(CC)CCN1c2ccccc2Sc2ccccc21,i,3.2,-1%
Cc1cccc(C)c1OCCCn1ccnc1,i,0.6,-5%
COc1ccsc1C(=O)NCCN1CCOCC1,i,0.9,-12%
COc1ccc(Cl)cc1NC(=O)C(C)N1CCN(c2ccccn2)CC1 (configuration not stated),i,0.7,1%
Cc1ccc(C)c(CN2CCC(CNC(=O)Nc3ccc(C)c(F)c3)CC2)c1,i,0.3,-4%
